Compound activity (PubChem)
CHRM1 agonist – agonists of human M1 muscarinic receptor | AID 588814 | CHO-K1 hM1, Fluo-8 calcium fluorescence, agonist mode; 0% DMSO, 100% acetylcholine EC100 | P11229 | hit rate 0.33% among 360,000 | activation, % at 3 µM;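 active = activation above the run's mean compound activation plus 3 SD, cut at about 16% in these data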;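 note: peak over basal fluorescence ratio within a 140 s kinetic read after compound addition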
M1 PAM – potentiates human M1 receptor response to acetylcholine | P11229 | AID 588819 | hit rate 0.088% among 360,000 | activation, % at 3 µM | CHO-K1 hM1, Fluo-8 calcium fluorescence, ACh EC20; 0% = ACh EC20, 100% = maximal ACh; in the data active = activation above about 19%, passing the limit was not always enough
OXTR potentiate – human OXTR potentiation; P30559; CHO-OTR cells, Fluo-8 calcium fluorescence, potentiator mode; 0% = oxytocin EC15, 100% = EC100; activation, % at 3 µM; hit rate 0.061% among 320,000; AID 2445;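 active = activation above that plate's cutoff, the mean activation of tested compounds plus 3 SD, cut at about 6.6% in these data, passing the limit was not always enough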;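 note: 100% uses oxytocin at 75 nM as the full agonist control; some results filed as inactive read as strong as hits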
Target sequence (P30559 whole entry, looked up): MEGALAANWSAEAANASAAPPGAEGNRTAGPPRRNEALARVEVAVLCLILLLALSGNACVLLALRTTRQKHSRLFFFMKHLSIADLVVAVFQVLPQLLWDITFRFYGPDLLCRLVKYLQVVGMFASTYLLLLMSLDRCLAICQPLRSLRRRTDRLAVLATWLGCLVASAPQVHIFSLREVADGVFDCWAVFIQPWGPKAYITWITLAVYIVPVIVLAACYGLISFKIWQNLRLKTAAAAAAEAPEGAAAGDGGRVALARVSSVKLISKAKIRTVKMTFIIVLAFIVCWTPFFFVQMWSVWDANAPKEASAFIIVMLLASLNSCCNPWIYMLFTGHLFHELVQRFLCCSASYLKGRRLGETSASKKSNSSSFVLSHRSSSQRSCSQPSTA
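System: human OTR in CHO cells; Also added: sub-maximal oxytocin, roughly EC15; Timing: compound 6 min at room temperature before oxytocin, 100 s read; Technique: Fluo-8 intracellular calcium fluorescence, ex 470-495, em 515-575 nm; Controls: oxytocin EC15 low and EC100 high; Replication: singlicate.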
M1 antag – antagonists of human M1 muscarinic receptor; P11229; CHO-K1 hM1, Fluo-8 calcium fluorescence, ACh EC80 antagonist; inhibition, % at 3 µM; hit rate 1.3% among 360,000; AID 588852;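 active = percent inhibition above its own plate's cutoff, namely the mean of that plate's compound wells plus 3 SD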;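 note: peak over basal fluorescence ratio during 140 s after agonist addition; 0% = ACh EC80 plus DMSO and 100% = DMSO alone without agonist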
TAAR1 antag – human TAAR1 antagonism | CHO RD-HGA16 TAAR1, Fluo-8 calcium fluorescence, antagonist | inhibition, % at 3 µM | hit rate 1.5% among 360,000 | AID 624466;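 active = inhibition above a per-plate cutoff, the mean inhibition of test compounds on that plate plus 3 SD, cut at about 49% in these data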;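 note: 0% = DMSO plus EC80 beta-PEA response and 100% = DMSO alone without agonist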
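Test system: CHO RD-HGA16 cells bearing hTAAR1 | Reagent: β-PEA, EC80 | Compound dosing: 3 µM, single point | Schedule: Dye loading 75 min at 37 °C, then 30 min room temperature | Signal: Calcium fluorescence with Fluo-8 | Evaluation: Percent inhibition of PEA-evoked calcium signal, max/basal emission ratio | Control set: DMSO-only wells and EC80 β-PEA-stimulated wells | Repeats: Singlicate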
OXTR agonist – agonists of human oxytocin receptor; CHO-OTR cells, Fluo-8 calcium fluorescence; normalized: DMSO 0%, oxytocin 100%; activation, % at 3 µM; hit rate 0.32% among 320,000;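 active = activation above the mean of all tested compounds plus 3 SD, cutoff set per screening run, cut at about 20% in these data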;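 note: peak over basal fluorescence ratio from a 100 s FLIPR kinetic read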
CHO parental Ca – counter-screen for OX1R antagonists: effect in parental CHO cells; parental CHO-K1, ATP-induced calcium, Fluo-8 fluorescence; inhibition, % at 5.6 µM; hit rate 0.63% among 330,000;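 active = inhibition above that plate's mean sample inhibition plus 3 SD, cut at about 26% in these data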;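 note: 0% = ATP-challenged DMSO wells and 100% = DMSO wells without ATP; some compounds past the cut are filed as inactive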
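Material: parental CHO cells / Compound: single nominal dose of 5.6 µM per compound / Signal: Fluo-8 fluorescence / Replicates: singlicate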
TAAR1 agonist – agonists of human TAAR1; hit rate 0.99% among 360,000; activation, % at 3 µM; Q96RJ0; CHO RD-HGA16 TAAR1, Fluo-8 calcium fluorescence; vehicle wells 0%, saturating PEA agonist 100%;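 active = activation above the mean activation of all test compounds in the run plus 3 SD, cut at about 38% in these data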
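Assay system: CHO-derived RD-HGA16 cells with stable Gα16 and human TAAR1; timing: 17-24 h seeding, 75 min 37 °C dye, 30 min RT; read-out: % activation from peak over basal fluorescence ratio, DMSO-to-PEA scaled; measured by: kinetic Fluo-8 calcium fluorescence; benchmarks: low control DMSO, high control PEA (EC100); doses: 3 µM single concentration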
V1aR counter – activates human V1a receptor in oxytocin agonist counter-screen. P37288. CHO-V1R cells, Fluo-8 calcium fluorescence, agonist mode; 0% DMSO, 100% 3 nM vasopressin. activation, % at 3 µM. hit rate 0.25% among 320,000. AID 2797;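 active = activation above the mean activation of all tested compounds plus 3 SD, per screening run, cut at about 20% in these data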;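 note: signal is peak over basal fluorescence ratio across a 100 second FLIPR read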
Target sequence (P37288 whole entry, looked up): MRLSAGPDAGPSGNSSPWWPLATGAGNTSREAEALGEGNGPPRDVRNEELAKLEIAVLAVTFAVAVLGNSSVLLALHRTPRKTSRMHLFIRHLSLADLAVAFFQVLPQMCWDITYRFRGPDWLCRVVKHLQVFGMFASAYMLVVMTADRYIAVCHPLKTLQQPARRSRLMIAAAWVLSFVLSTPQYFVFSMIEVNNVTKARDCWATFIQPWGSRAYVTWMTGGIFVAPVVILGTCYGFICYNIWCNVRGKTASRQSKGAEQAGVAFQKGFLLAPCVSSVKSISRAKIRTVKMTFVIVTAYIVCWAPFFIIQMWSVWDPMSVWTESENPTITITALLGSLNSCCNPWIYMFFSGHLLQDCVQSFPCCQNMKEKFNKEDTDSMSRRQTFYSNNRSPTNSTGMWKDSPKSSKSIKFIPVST
Active calls of the source: *; . = no result given.

SMILES | CHRM1 agonist | M1 PAM | OXTR potentiate | M1 antag | TAAR1 antag | OXTR agonist | CHO parental Ca | TAAR1 agonist | V1aR counter
CCOC(=O)c1sc(NC(=O)CN2CCN(c3ccc(OC)cc3)CC2)nc1C | -8 | 0 | . | -10 | 8 | . | . | -2 | .
CC(C)c1cc[n+](-c2nc([O-])sc2C=O)cc1 | -2 | 1 | 1 | -3 | -10 | 1.2 | 7 | 7 | 0.1
CC(OC(=O)Cc1ccccc1[N+](=O)[O-])C(=O)NC(=O)NC1CCCCC1 (stereo not drawn) | -1 | 2 | -8 | -3 | 10 | 0.2 | -30 | 0 | 0.9
O=C(CSc1nnc(-c2ccncc2)o1)N1CCCC1 | -4 | 4 | 6 | -9 | -31 | 0.5 | -6 | 2 | 1.1
COc1ccc(-c2ccc(C(=O)C3CC3)cc2)cc1 | 1 | 16 | -18 | -13 | 4 | 0.4 | -2 | 3 | 1.2
CCCCCCCNC(=O)c1cc(-c2ccncc2)nc2ccccc12 | -2 | -9 | -2 | 16 | 33 | -1.2 | -49 | 2 | -0.9
Cc1nc(SCC(=O)c2cccs2)c2oc3ccccc3c2n1 | -5 | -4 | -4 | 0 | 24 | -0.1 | -13 | 17 | 0.3
CCOC(=O)N1CCN(c2c(N3CCN(c4ccc(F)cc4)CC3)c(=O)c2=O)CC1 | -3 | 1 | 1 | 2 | -8 | -0.7 | 4 | -3 | -1.2
CC(C(=O)N1CCN(C(=O)c2ccco2)CC1)N1C(=O)NC2(CCCCC2C)C1=O (stereo not drawn) | -2 | 19 | -5 | -16 | 4 | -1.3 | 7 | -1 | 0.2
CCN(C[C@H]1N[C@@](CC)(C(=O)OC)[C@H]2C(=O)N(C)C(=O)[C@@H]12)C(=O)Nc1ccc(OC)cc1 | -1 | 12 | -5 | -17 | 4 | -0.4 | -17 | 0 | 0.6

Complete entries, quoted from the list. Values in the order: CHRM1 agonist | M1 PAM | OXTR potentiate | M1 antag | TAAR1 antag | OXTR agonist | CHO parental Ca | TAAR1 agonist | V1aR counter
COc1ccc(-c2ccc(C(=O)C3CC3)cc2)cc1 is entered as 1 | 16 | -18 | -13 | 4 | 0.4 | -2 | 3 | 1.2
CCCCCCCNC(=O)c1cc(-c2ccncc2)nc2ccccc12 is entered as -2 | -9 | -2 | 16 | 33 | -1.2 | -49 | 2 | -0.9
CCOC(=O)N1CCN(c2c(N3CCN(c4ccc(F)cc4)CC3)c(=O)c2=O)CC1 is entered as -3 | 1 | 1 | 2 | -8 | -0.7 | 4 | -3 | -1.2
Cc1nc(SCC(=O)c2cccs2)c2oc3ccccc3c2n1 is entered as -5 | -4 | -4 | 0 | 24 | -0.1 | -13 | 17 | 0.3

Continuation.
SMILES | CHRM1 agonist | M1 PAM | OXTR potentiate | M1 antag | TAAR1 antag | OXTR agonist | CHO parental Ca | TAAR1 agonist | V1aR counter
Cc1c(C(=O)N2CCN(Cc3cccs3)CC2)oc2ccccc12 | -4 | -4 | -3 | 26 | -7 | -1.4 | -28 | 1 | 0.0
Cn1cnnc1SCC(=O)N1CCc2ccccc2C1 | -2 | 3 | . | -8 | -10 | . | . | 3 | .
CC(=O)c1ccc(OC(=O)CCN2c3ccccc3Sc3ccccc32)cc1 | -6 | -1 | -6 | 7 | -5 | -0.6 | -15 | 2 | 0.0
COc1cccc(Oc2ccc(C(F)(F)F)cc2NC(=O)CCc2nc3ccccc3c(=O)[nH]2)c1 | -5 | -3 | -10 | -13 | 19 | -1.8 | -16 | 0 | -1.2
CC[C@H](C)[C@H](NC(=O)[C@H](Cc1ccc(O)cc1)NC(=O)[C@@H](N)C(C)C)C(=O)N[C@@H](Cc1cnc[nH]1)C(=O)N1CCC[C@H]1C(=O)N[C@@H](Cc1ccccc1)C(=O)O | 4 | -5 | -25 | -17 | . | 72* | -1 | . | 25*
Cc1noc(C)c1NC(=O)Nc1cccc2c1O[C@H](CN(C)C(=O)Nc1ccccc1)[C@@H](C)CN([C@H](C)CO)C2=O | -1 | 13 | -6 | -21 | -4 | 0.6 | -4 | 10 | 1.0
C[C@]12c3[nH]c4ccccc4c3CCN1C(=O)C(CC(=O)NCc1ccco1)C[C@@H]2C(=O)N1CCCCC1 (stereo partly drawn) | -7 | 9 | 0 | -12 | 8 | -2.2 | -20 | 1 | -0.6
COc1ccc(-c2cc(NC(C)=O)c3ncc(-c4ccccc4)n3c2)c(OC)c1 | -4 | -3 | . | 2 | 68* | . | . | 3 | .
CN(CC(=O)Nc1ccc(F)cc1)C(=O)C1CCN(S(=O)(=O)c2ccc3c(c2)OCCO3)CC1 | -4 | 4 | -2 | -12 | -26 | -1.2 | -8 | 1 | 0.8
CC(Cl)=CCn1c(NCCc2ccccc2)nc2c1c(=O)n(C)c(=O)n2C | 3 | 8 | . | -3 | 2 | . | . | 7 | .
CCOc1ccccc1CNC(=O)C(C)n1nc(C)c2c(C)n(-c3ccccc3)nc2c1=O (stereo not drawn) | -4 | -6 | -7 | 9 | -10 | 1.5 | -24 | 2 | 3.7
COc1ccc(/C=C/c2nc(-c3ccccc3O)n(-c3ccccc3)n2)cc1 | -9 | 0 | -8 | -5 | -9 | -0.7 | -14 | 0 | 0.5
COc1ccccc1Cn1c(=O)c2ccccc2n2c(SCc3csc(C)n3)nnc12 | -9 | 4 | 1 | -2 | -6 | 0.2 | -22 | 5 | 0.4
CCCCN1C(=O)C(O)=C(C(C)=O)C1c1ccc(OC)cc1OC (stereo not drawn) | -1 | 6 | -9 | -27 | -21 | -0.5 | 0 | 3 | 0.5
CCOC(=O)Cc1c(C)c2c(O)cc(O)cc2oc1=O | 0 | 9 | -2 | -5 | -10 | 0.3 | -5 | 18 | 1.1
S=C(NNc1ccnc2cc(Cl)ccc12)Nc1ccccc1Cl | -10 | -8 | -3 | 7 | 9 | -0.5 | -8 | 1 | -0.9
Cc1ccc(CN2CCN(Cc3cccc4c3OCO4)CC2CCO)cc1 (stereo not drawn) | -13 | -2 | -6 | 2 | -13 | 1.4 | 12 | 6 | 0.0
ON=C1/C(=N\O)CC2(C/C1=N/O)OCCO2 | -1 | 6 | 0 | -1 | -32 | -0.4 | -6 | 3 | -0.2
COc1ccccc1N1CCN(CCCCN2C(=O)C3CCCCN3C2=O)CC1 (stereo not drawn) | -6 | 1 | -8 | -7 | . | -0.4 | -10 | . | 0.2
CC1(C)C(=O)CCC2(C)C1=CCC1C2C(=O)CC2(C)C1CCC2(O)C(=O)CO (stereo not drawn) | -3 | -1 | . | -8 | 10 | . | . | 2 | .
COCCNc1nc2c(c(=O)n(Cc3cccc(Cl)c3)c(=O)n2C)n1C | -4 | 3 | -4 | -10 | -8 | 1.7 | -2 | 3 | 3.0
COc1ccccc1OCCNC(=O)CNC(=O)c1ccc2c(c1)OCO2 | 4 | 17 | 6 | -13 | -20 | 0.2 | -5 | 2 | 0.2
CC1CCCCN1C(=O)CSc1nnc(-c2ccccc2F)o1 (stereo not drawn) | -1 | 16 | -2 | -11 | 9 | 1.0 | -6 | 2 | 0.1
Cc1cccc(C)c1OCC(=O)Nn1c(C)nc2ccccc2c1=O | -1 | -1 | -17 | 3 | 33 | -0.4 | -14 | 9 | 0.2
COc1ccc(NC(=O)C2CCCN(c3ncnc4onc(-c5ccc(F)cc5)c34)C2)cc1 (stereo not drawn) | -2 | 1 | -7 | -6 | -1 | -2.5 | -17 | 4 | -1.2
Cc1ccc(N(CN2C(=O)C3C4CCC(C4)C3C2=O)C(=O)c2ccco2)cc1 (stereo not drawn) | -2 | 2 | -15 | -7 | -1 | -0.3 | -22 | 2 | 0.4
CCCCN1CC(COCc2ccccc2)OCCS1(=O)=O (stereo not drawn) | -5 | 2 | . | -1 | -2 | . | . | 0 | .
CN(C)c1ccc(C(=O)NC2CCCc3ccccc32)cc1 (stereo not drawn) | -7 | 8 | -8 | -7 | -11 | -2.6 | -8 | -2 | -2.4
Cc1ccc(-c2cnc3c(Cl)c(C)nn3c2)cc1 | -5 | 6 | -4 | -4 | -7 | -0.9 | -10 | 4 | -0.9
CCOC(=O)C1=C(CC)Nc2ccccc2N=C1NC(=O)c1cc(S(=O)(=O)N(C)C)ccc1Cl | -1 | 12 | -2 | -19 | 14 | -0.9 | -20 | -1 | -0.5
COc1ccccc1N1CCN(C(=O)CSc2nnc(NC(=O)C3CCC3)s2)CC1 | -3 | 3 | -7 | -3 | -1 | 0.1 | -20 | 7 | 0.1
CCc1ccc(OCCCC(=O)NCc2ccco2)cc1 | -8 | 9 | -7 | -9 | -17 | -2.2 | -8 | -1 | -0.9
CCOC(=O)C1CCN(C(=O)CCn2c(=O)[nH]c3ccsc3c2=O)CC1 | -3 | 1 | 0 | -7 | 2 | -0.1 | 4 | 4 | 0.4
CCOC(=O)/C(=C/c1cn(C)c2ccccc12)NC(=O)c1ccccc1 | -3 | 0 | 0 | -10 | -7 | -1.8 | -26 | 8 | -0.6
Cc1cc(C)c2nc(N3CCOCC3)c(C#N)cc2c1 | -2 | 12 | -5 | -22 | -15 | -1.8 | 2 | 5 | -1.8
CS(=O)(=O)c1cnc(-c2cccnc2)nc1N | -6 | -8 | -12 | 8 | -15 | 0.1 | 1 | 10 | 0.4
CC1(C)C(C(=O)OCC(Cl)(Cl)Cl)N2C(=O)C(NC(=O)Cc3ccccc3)C2S1=O (stereo not drawn) | 6 | -3 | -10 | 3 | 36 | 1.9 | 3 | 25 | 4.5
COc1cccc(C(=O)Nc2ccc(N3CCCC3)cc2)c1 | -4 | 3 | -6 | 0 | -9 | -1.0 | -26 | -2 | -0.1
CCc1cc(C(=O)N2CCCC(C(=O)c3ccc(Cl)cc3)C2)no1 (stereo not drawn) | -1 | 2 | -4 | -5 | -27 | 0.8 | -11 | -4 | 3.8
O=CN1CCN(C(C(=O)NC2CCCC2)c2cc3c(cc2[N+](=O)[O-])OCO3)CC1 (stereo not drawn) | -2 | -1 | 2 | 1 | -28 | 0.1 | -7 | 3 | -0.2
O=C(COc1ncnc2c(Cl)cc(Cl)cc12)N1CCN(S(=O)(=O)c2ccccc2)CC1 | -5 | 3 | 0 | -13 | 9 | 1.5 | -1 | 2 | 0.2
COCc1cc(C)n(CC(=O)OC)c(=O)c1C#N | -10 | 10 | -3 | -5 | -8 | 0.1 | 2 | 5 | 0.8
CCn1c(SCC(=O)N2CCCc3ccccc32)nc2cccnc21 | -5 | -5 | -8 | -3 | 24 | 0.6 | -24 | 5 | 1.8
O=C(O)c1cccc(-n2cc(-c3cccc(C(F)(F)F)c3)cn2)c1 | -6 | 12 | -1 | -12 | -13 | 0.1 | -5 | 2 | 8.3
